High-throughput results as filed in PubChem.
NALP1 yeast inh: inhibitors of NALP1 inflammasome in yeast; S. cerevisiae NALP1/ASC/caspase-1 growth, X-gal OD620, 72 h; inhibition, % at 10 µM; 280,000 tested, 0.61% active; in the data active means inhibition mostly above about 24%, no sharp cut-off; inactive means mostly below about 32%; further: some compounds called inactive have numbers as strong as hits
M18AAP inhibitor: blocks P. falciparum M18 aspartyl aminopeptidase | recombinant PfM18AAP, H-Glu-NHMec fluorogenic cleavage | inhibition, % at 7.35 µM | 290,000 tested, 1.2% active | AID 1822;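 active means inhibition above the campaign mean inhibition over all tested compounds plus 3 SD, cut at about 28% in these data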;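 further: 0% = plate median of test compound wells and 100% = 2 mM ZnCl2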
MEKK2mut PB1 HTS: signal of MEK5 binding to mutant human MEKK2 PB1 domain; bead flow cytometry, Alexa488-MEK5 binding to MEKK2 mutant; percent response, % at 10 µM; AID 1530; 290,000 tested, 0.35% active; in the data active means percent response above about 24%, passing the limit was not always enough; further: inactives centre near 1; some results filed as inactive read as strong as hits; reference of the scale not given here
p-CIP stab down: compounds decreasing mouse p/CIP protein stability. AID 1984. 290,000 tested, 0.01% active. F442A p/CIP-EGFP cells, EGFP fluorescence, 16 h. decrease of EGFP signal, % at 10 µM. Q05BA5;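 active means EGFP signal decrease of at least 30% at 10 µM or well 3 SD below plate mean, unless failing retest; inactive means the rest, including hits failing retest or dose response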; further: some compounds called inactive have numbers as strong as hits; many of its hits are not listed in these tables
SUMO HTRF inh: SUMOylation inhibition | HTRF SUMOylation assay, SAE1/SAE2 + UBC9, in vitro | inhibition, % at 35 µM | 290,000 tested, 0.36% active; in the data active means inhibition above about 50%, passing the limit was not always enough; inconclusive means no clear call, values can overlap the other calls; further: strong numbers were not always called active
Target sequence (P63279 whole entry, looked up): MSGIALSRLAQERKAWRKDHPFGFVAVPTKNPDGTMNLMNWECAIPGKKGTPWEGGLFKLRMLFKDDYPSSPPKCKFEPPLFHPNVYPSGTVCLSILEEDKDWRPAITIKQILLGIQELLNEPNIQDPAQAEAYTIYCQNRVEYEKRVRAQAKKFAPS
MEKK2 WT-MEK5: raises or lowers MEK5 binding to wildtype human MEKK2 PB1 domain. Q9Y2U5. 290,000 tested, 1.1% active. binding response (% of control), % at 10 µM. AID 1531. bead flow cytometry, Alexa488-MEK5 binding to MEKK2 WT; actives lie on both sides; in the data active means binding response below about 67% or above about 130%; inconclusive means no clear call, values can overlap the other calls; inactive means in between
IDE cell inh: inhibits human insulin-degrading enzyme in HEK cells; P14735; FAbetaB cleavage, fluorescence polarization; inhibition, % at 5.59 µM; 320,000 tested, 0.41% active;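 active means percent inhibition above the average of all tested compounds plus 3 SD, set per screening campaign, cut at about 16% in these data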;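 further: IDE supplied by intact live HEK cells; FP after avidin binding of uncleaved biotin substrate so inhibition keeps polarization high; 0% = DMSO wells and 100% = 60 µM reference IDE inhibitor Ii1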
MEKK3 PB1 HTS: raises or lowers MEK5 binding to the human MEKK3 PB1 domain | binding response (% of control), % at 10 µM | bead-based flow cytometry, Alexa488-MEK5 binding to MEKK3; actives lie on both sides; 0 = blocked by unlabeled MEK5, 100 = vehicle | Q99759 | 290,000 tested, 1.4% active;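 active means binding response more than 3 SD above or below the average of its plate-row segment, actives on both sides; inconclusive means wells at one plate position flagged as instrument error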;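 further: Alexa488 bead fluorescence after subtracting the streptavidin-only scavenger bead signal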
Target sequence (Q99759 whole entry, looked up, the tested form may be a part): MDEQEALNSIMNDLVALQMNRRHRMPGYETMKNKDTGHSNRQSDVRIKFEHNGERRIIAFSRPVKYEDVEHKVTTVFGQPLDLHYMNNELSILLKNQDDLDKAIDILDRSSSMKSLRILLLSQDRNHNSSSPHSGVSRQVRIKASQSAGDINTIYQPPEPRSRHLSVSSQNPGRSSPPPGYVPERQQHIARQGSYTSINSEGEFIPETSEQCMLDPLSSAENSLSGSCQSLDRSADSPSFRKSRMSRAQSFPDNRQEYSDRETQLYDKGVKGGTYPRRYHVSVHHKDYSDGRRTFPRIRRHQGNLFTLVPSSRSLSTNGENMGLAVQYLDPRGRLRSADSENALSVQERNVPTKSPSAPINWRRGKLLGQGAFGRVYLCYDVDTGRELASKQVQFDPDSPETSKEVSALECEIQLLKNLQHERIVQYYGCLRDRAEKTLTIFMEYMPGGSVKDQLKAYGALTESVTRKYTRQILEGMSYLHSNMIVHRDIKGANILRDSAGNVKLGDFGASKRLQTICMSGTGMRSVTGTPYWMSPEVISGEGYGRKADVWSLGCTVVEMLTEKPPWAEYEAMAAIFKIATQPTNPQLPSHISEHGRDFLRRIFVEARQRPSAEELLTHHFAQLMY
IDE act: boosts human insulin-degrading enzyme activity in HEK cells. FAbeta-B cleavage, fluorescence polarization; 0% vehicle, 100% cell-free pure enzyme wells. activation, % at 5.96 µM. 340,000 tested, 0.073% active. P14735. AID 493087;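 active means activation above the mean of all tested compounds plus 3 SD, set per screening campaign, cut at about 17% in these data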
An asterisk follows results filed as active; ? = inconclusive; · = no result given; & = joins results of further samples; ! = repeats disagree. Some of the compounds tested; rates above refer to the full screens.

SMILES | NALP1 yeast inh | M18AAP inhibitor | MEKK2mut PB1 HTS | p-CIP stab down | SUMO HTRF inh | MEKK2 WT-MEK5 | IDE cell inh | MEKK3 PB1 HTS | IDE act
CCNC(=O)c1cc(Br)ccc1Cl | 9 | 8 | 0 | -13 | 10 | 100 | 4 | 106 | -1
Clc1ccc(CSc2cc3c(nn2)-c2ccccc2CC3)cc1 | 16 | 7 | 1 | 3 | 25 | 106 | 4 | 104 | -4
O=C(NN/C(=N/S(=O)(=O)c1ccc(Cl)cc1)c1ccccc1)c1ccc(O)cc1 | 44 | 8 | 2 | 7 | 3 | 105 | 2 | 104 | 8
C#CCn1c(=NC(=O)c2ccc(Br)s2)sc2cccc(OC)c21 | 42 | 1 | 2 | -17 | -1 | 97 | 7 | 99 | -28
O=C(c1ccc2snnc2c1)N1CCSCC1 | 9 | 3 | -8 | 12 | 10 | 79 | 8 | 80 | -1
CCOC(=O)N1CCN(C(=O)c2ccc(CS(=O)(=O)c3c(Cl)cccc3Cl)o2)CC1 | 28 | -8 | 5 | 11 | -14 | 110 | 0 | 109 | 5
COCCC(=O)N1CCC(Oc2ccc(C(=O)NCc3cccc(C)n3)cc2)CC1 | 11 | -3 | -5 | -1 | -11 | 100 | -2 | 98 | 6
CCc1nc(SCC(=O)N2CCN(c3ccccc3)CC2)c2c(=O)n(C)c(=O)n(C)c2n1 | 23 | -1 | 12 | -8 | 4 | 92 | · | 110 | ·
COc1ccc2c(c1)c(C(=O)N1CCN(C)CC1)c(C)n2-c1ccccc1 | 4 | 2 | 1 | -12 | 7 | 104 | 4 | 99 | 6
C=CCc1c(C)nc(SC)nc1Nc1ccc(C(=O)O)cc1 | · | 4 | -4 | 5 | 12 | 89 | -3 | 93 | -3
Nc1nc(CN2CCC(Cc3ccccc3)CC2)nc(Nc2ccccc2)n1 | 14 | 8 | -2 | 0 | 12 | 122 | -4 | 100 | 1
COc1ccc(C2c3c4c(n(C)c3CCN2C)CCN(C)C4c2ccc(OC)cc2)cc1 (stereo unspecified) | -5 | -5 | 17 | -3 | 24 | 104 | 2 | 98 | 7
CCOC(=O)c1c(N)sc(C(=O)N2CCCCCC2)c1C | 5 | 11 | 12 | 1 | 18 | 108 | 2 | 107 | 5
O=C(NCc1ccccc1)C12CN(Cc3ccccc3)CC1C(c1cccc([N+](=O)[O-])c1)=NO2 (stereo unspecified) | 7 | 8 | 1 | 2 | -16 | 98 | 3 | 107 | -6
O=C(N/N=C/C(Br)=C/c1ccccc1)c1ccccc1[N+](=O)[O-] | -5 | 1 | 5 | 1 | 8 | 104 | -4 | 99 | 1
COc1ccc(-c2cnc3nc[nH]c(=O)c3n2)cc1 | -90 | 9 | 9 | -3 | 26 | 104 | 4 | 108 | -4
COC(=O)CSc1nc(NC(C)C)nc(N2CCOCC2)n1 | · | -4 | 3 | 2 | -4 | 109 | 3 | 105 | -1
Cc1onc(-c2c(F)cccc2Cl)c1C(O)c1ccc(F)cc1 (stereo unspecified) | -16 | -6 | -6 | 5 | -6 | 94 | -3 | 100 | ·
O=C(COc1ccc(S(=O)(=O)N2CCOCC2)cc1)NCCCn1ccnc1 | 9 | -3 | -1 | -4 | 8 | 102 | -11 | 103 | 4
Cc1cc2cc(C(c3nnnn3Cc3ccco3)N3CCc4ccccc43)c(=O)[nH]c2cc1C (stereo unspecified) | 26 | 5 | -1 | -8 | 31 | 92 | 10 | 100 | 4
COc1cccc2cc(C(=O)C3=C(O)C(=O)N(CCN(C)C)C3c3ccc(F)cc3)oc12 (stereo unspecified) | 3 | 22 | 2 | -17 | 4 | 104 | 5 | 103 | -2
O=C(CSc1nnc(CNC(=O)c2ccccc2F)o1)NCc1ccccc1 | 6 | 0 | 8 | -10 | 8 | 103 | 7 | 104 | 5
CCCOC(=O)CSc1nnc(-c2ccc(Cl)cc2Cl)o1 | 8 | -6 | -3 | -7 | 5 | 101 | 3 | 99 | 1
Cc1cc(=O)c2c(O)c(O)ccc2o1 | 1 | 14 | 6 | -1 | -1 | 117 | 0 | 118 | 2
Cc1ccccc1NC(=O)c1sc2nc[nH]c(=O)c2c1C | 8 | -6 | -5 | 1 | -11 | 89 | 4 | 84 | -1
CCc1cccc(NC(=S)N(CCN(C)C)C2CCN(C(C)C)CC2)c1 | 9 | -1 | 10 | 3 | 12 | 115 | 4 | 106 | 0
COc1ccc(OC)c(NC(=O)c2cc3sccc3n2C)c1 | 14 | -12 | 1 | 2 | -3 | 99 | -3 | 102 | 9
O=C(NCCCN1CCOCC1)c1ccc(Sc2ccc(F)cc2)c([N+](=O)[O-])c1 | 26 | -10 | -2 | 0 | 4 | 101 | -2 | 95 | 6
Cc1cc(=O)oc2c3c(cc(OCC(=O)NC(Cc4ccc(Cl)cc4)C(=O)O)c12)OC(C)(C)CC3 (stereo unspecified) | 5 | 2 | -1 | 5 | 36 | 101 | -2 | 102 | 3
Cc1cc(C)nc(SCC(=O)c2ccc([N+](=O)[O-])cc2)n1 | 35 | 5 | 1 | 4 | -3 | 100 | -7 | 102 | 2
CCn1nc(C(=O)NNC(=O)COc2ccc(OC)cc2)c2ccccc2c1=O | 26 | 9 | -1 | -2 | -5 | 103 | 4 | 110 | 2
CN(C)CCCN(Cc1ccccc1)C(=S)NCc1ccccc1 | 6 | -8 | -3 | -13 | -3 | 92 | 0 | 88 | 1
CCn1c(=S)[nH]c2ccccc21 | 11 | 7 | 0 | -11 | 19 | 101 | 1 | 99 | 1
COc1ccc(Nc2nc(=O)c3cc([N+](=O)[O-])ccc3s2)cc1 | · | -1 | 1 | -8 | 23 | 101 | · | 113 | -5
O=C(NCCC1=CCCCC1)C1CCN(S(=O)(=O)c2cccc3nonc23)CC1 | 18 | 5 | -2 | -12 | 20 | 98 | -3 | 101 | ·
c1ccc(-c2nnc(OCCN3CCOCC3)c3ccccc23)cc1 | 42* | -15 | 4 | -4 | 12 | 99 | 11 | 101 | 2
Oc1ccc(Cl)cc1/C=N/c1nccs1 | -13 | -2 | -2 | 2 | -16 | 105 | 0 | 107 | -5
CCOc1ccc(NC(=O)CSC2=C(C#N)C(c3ccc4c(c3)OCO4)CC(=O)N2)cc1 (stereo unspecified) | 8 | 1 | · | -13 | 21 | · | -2 | · | 3
Cc1ccc(S(=O)(=O)NC(C(=O)Oc2ccc3c(C(F)(F)F)cc(=O)oc3c2)c2ccccc2)cc1 (stereo unspecified) | 8 | -4 | 0 | -22 | ? | 103 | 12 | 120 | -1
CCCn1nnc(NC(=S)NC(=O)c2ccc(-c3ccc(Br)cc3)o2)n1 | -112 | -2 | 0 | -13 | 12 | 98 | 0 | 104 | -6
CSc1cccc(NC(=S)NCCCN2CCN(c3ccc(F)cc3)CC2)c1 | -18 | -9 | 18 | 0 | -7 | 142* | 10 | 115 | -3
O=c1c2oc3ccccc3c2[nH]c(=S)n1-c1ccccc1 | 5 | -3 | 1 | 5 | -4 | 106 | 7 | 126 | -2
O=C1CN(C(=O)CC2C(=O)NCCN2Cc2ccccc2C(F)(F)F)CCN1 (stereo unspecified) | 10 | -8 | 6 | -3 | -9 | 107 | 1 | 100 | 1
Cc1cc2ncn(C(=O)N3CCOCC3)c2cc1C | 8 | -1 | 0 | 3 | 2 | 101 | -2 | 100 | -1
Cc1cccc(OCC(=O)Nc2cc(C)ccc2O)c1 | 4 | -3 | 6 | -4 | 10 | 95 | 5 | 101 | -1
O=C(c1cccs1)N1CCN=C1SCc1cccnc1 | 7 | 3 | 3 | 11 | 11 | 97 | 6 | 98 | -2
C/C(=N\NC(=O)OC(C)(C)C)c1ccc(-n2ccnc2)cc1 | -14 | 0 | -6 | 18 | -5 | 93 | -3 | 99 | 3
NS(=O)(=O)c1ccc(NC(=S)NC(=O)c2ccco2)cc1 | 41*! | 12&15 | -3&0 | -2&-2 | 8&-16 | 96&103 | 4 | 94&96 | 4
CN(C)c1oc(-c2ccccc2Cl)nc1C#N | 2 | 3 | · | -2 | 7 | · | 3 | · | -1
CN(C)N1C(N)=C(C#N)C(c2ccc(F)cc2)C2=C1CC(C)(C)CC2=O (stereo unspecified) | 5 | -1 | -1 | -10 | 6 | 97 | 10 | 96 | -2
COc1ccc(C(=O)C(C)[n+]2ccc(-c3nnc4n3CCCCC4)cc2)cc1 (stereo unspecified) | · | -11 | -10 | -1 | 35 | 92 | 10 | 91 | ·
COC(=O)c1ccc(OC(=O)CCN2C(=O)C3C4c5ccccc5C(c5ccccc54)C3C2=O)cc1 (stereo unspecified) | 24 | -1 | 12 | -7 | -6 | 113 | 1 | 96 | 7
COc1cccc(CNC(=O)CSc2ccc(-c3cccs3)nn2)c1 | -2 | -5 | -1 | 0 | 9 | 100 | 7 | 97 | 0
CCOc1ccc(NC(=O)CSc2nnc(Cc3csc(C)n3)o2)cc1 | 8 | -8 | 8 | -16 | 9 | 106 | -4 | 102 | 0
CCOC(=O)CCn1c(CC(=O)OCC)nc2ccccc21 | -8 | 3 | 11 | -2 | 1 | 113 | 0 | 109 | -1
CCCC(=O)Nc1ccccc1NC(=O)CN(C)S(=O)(=O)c1ccc(C)cc1 | 30 | 6 | -2 | -8 | 12 | 91 | 1 | 90 | 4
Cc1nc(-c2ccccc2)cs1 | -18 | -8 | -11 | -23 | 3 | 86 | -1 | 83 | 5
CCOc1ccccc1CN1CCN(Cc2cn(C)nc2-c2ccccc2)CC1CCO (stereo unspecified) | -1 | 2 | 3 | -6 | 4 | 102 | 3 | 104 | 2
CCOC(=O)C1=C(C)NC(SC)=NC1c1ccccc1 (stereo unspecified) | -8 | -8 | 1 | 3 | -5 | 101 | 1 | 101 | 2
O=C(CN1CCCC1)NN=C(c1ccccc1)c1ccccc1 | 2 | 0 | 16 | 0 | 3 | 112 | 0 | 104 | 6

(list continues)
SMILES | NALP1 yeast inh | M18AAP inhibitor | MEKK2mut PB1 HTS | p-CIP stab down | SUMO HTRF inh | MEKK2 WT-MEK5 | IDE cell inh | MEKK3 PB1 HTS | IDE act
CCOc1ccc(S(=O)(=O)N2CCOCC2)cc1NC(=O)CSCC(=O)Nc1cccc(C)c1 | 9 | 5 | -5 | -8 | -3 | 97 | 7 | 98 | 2
C=CCN(CC=C)C(=O)CN1C(=O)NC(C)(c2ccc3cc(OC)ccc3c2)C1=O (stereo unspecified) | -7 | 6 | 8 | -4 | -2 | 109 | 4 | 105 | 3
O=C(CCc1nnc(C2(c3ccc(Cl)cc3)CCC2)o1)N1CCCC1 | 23 | -2 | -1 | 2 | 3 | 100 | 2 | 98 | 7
CCOC(=O)c1cc(C)n(CCCN2CCOCC2)c1C | 17 | 6 | 5 | -5 | 22 | 110 | 0 | 102 | 6
Cc1cc(C)c(C#N)c(SCCN2CCCCC2)n1 | 4 | -2 | 3 | -7 | 2 | 106 | · | 101 | 0

Filtered by structure, the compounds so far containing a COOH group.
SMILES | NALP1 yeast inh | M18AAP inhibitor | MEKK2mut PB1 HTS | p-CIP stab down | SUMO HTRF inh | MEKK2 WT-MEK5 | IDE cell inh | MEKK3 PB1 HTS | IDE act
C=CCc1c(C)nc(SC)nc1Nc1ccc(C(=O)O)cc1 | · | 4 | -4 | 5 | 12 | 89 | -3 | 93 | -3
Cc1cc(=O)oc2c3c(cc(OCC(=O)NC(Cc4ccc(Cl)cc4)C(=O)O)c12)OC(C)(C)CC3 (stereo unspecified) | 5 | 2 | -1 | 5 | 36 | 101 | -2 | 102 | 3
